NADH enzymes – inhibitors of PK/LDH coupling enzymes, profiling panel, artefact control, biochemical, MLSMR library; coupled PK/LDH NADH assays, four targets; IC50, µM (titrated, usually from 10 µM), for inactives: top-dose inhibition; hit rate 0.02% among 65,000; AID 774, 2007;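 active = single-dose screening hits from any of four coupled enzyme assays that gave an IC50 when retested across doses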;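 also: the DPM-DC format reads NADH fluorescence rather than 340 nm absorbance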
SF1 activator – activators of human SF-1, primary screen, cell-based, CHO-K1, Gal4-SF-1 LBD, luciferase luminescence. Steroidogenic factor 1 (Homo sapiens), Q13285. CHO-K1 Gal4-SF-1 LBD luciferase reporter; % increase over DMSO SF-1-specific signal. activation, % at 10 µM. hit rate 1.9% among 65,000. AID 522, 2006;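 active = activation above the mean activation of all tested compounds plus 3 SD, cut at about 50% in these data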
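Assay system – CHO-K1 cells with Gal4–hSF-1 LBD chimera plus Gal4-driven luciferase · Quantity – 4,000 cells per well · Times – compound added 1 h post-seeding, 20 h exposure at 37 °C, 5% CO2 · Measured by – luciferase light emission · Benchmarks – DMSO and mock-transfected background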
MMP-13 inhibitor – human MMP13 inhibitors, primary screen, biochemical, FRET peptide cleavage; Collagenase 3 (Homo sapiens), P45452; MMP-13 fTHP FRET cleavage, Mca fluorescence; inhibition, % at 4 µM; hit rate 0.07% among 65,000; AID 570, 2006;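 active = inhibition above the mean of compound-free control plate wells plus 3 SD, cut at about 14% in these data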;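 also: 0% = DMSO wells and 100% = wells with reference MMP-13 inhibitor after basal subtraction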
Abs 340nm – compound light absorbance at 340 nm, profiling panel, artefact control, biochemical, MLSMR library, data from PS, PMK, MK assays | compound absorbance at 340 nm, fold over control | fold change at 10 µM | 65,000 tested, under 10 active;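 active = at 10 µM dose, initial 340 nm absorbance at least 2 fold that of control wells; inactive = change under 2 fold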;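 also: initial absorbance extrapolated from kinetic A340 decline of NADH oxidation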
TNAP act DEA – human TNAP enzyme activators, primary screen, biochemical, luminescent, intermediate phosphate acceptor level; 64,000 tested, under 10 active; AID 813, 2007; purified TNAP, CDP-star luminescence, 100 mM DEA, 30 min; active compounds read high; scale: 0 levamisole-inhibited, 1 vehicle-only enzyme; Alkaline phosphatase, tissue-nonspecific isozyme (Homo sapiens), P05186; activation factor at 20 µM;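 active = activation factor of at least 2 at 20 µM, relative to controls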
RORA act – activators of orphan receptor RORA, primary screen, cell-based, luminescence; Nuclear receptor ROR-alpha (Homo sapiens), P35398; AID 560, 2006; CHO-K1 Gal4-RORA LBD luciferase reporter; percent increase over mock-subtracted basal signal; hit rate 1.5% among 65,000; activation, % at 10 µM;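 active = activation above the mean of all tested compounds plus 3 SD, cut at about 49% in these data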;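 also: 0% = DMSO-treated RORA cells and 100% = added signal equal to DMSO minus mock-transfected cells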
Target sequence (P35398 whole entry, looked up, the tested form may be a part): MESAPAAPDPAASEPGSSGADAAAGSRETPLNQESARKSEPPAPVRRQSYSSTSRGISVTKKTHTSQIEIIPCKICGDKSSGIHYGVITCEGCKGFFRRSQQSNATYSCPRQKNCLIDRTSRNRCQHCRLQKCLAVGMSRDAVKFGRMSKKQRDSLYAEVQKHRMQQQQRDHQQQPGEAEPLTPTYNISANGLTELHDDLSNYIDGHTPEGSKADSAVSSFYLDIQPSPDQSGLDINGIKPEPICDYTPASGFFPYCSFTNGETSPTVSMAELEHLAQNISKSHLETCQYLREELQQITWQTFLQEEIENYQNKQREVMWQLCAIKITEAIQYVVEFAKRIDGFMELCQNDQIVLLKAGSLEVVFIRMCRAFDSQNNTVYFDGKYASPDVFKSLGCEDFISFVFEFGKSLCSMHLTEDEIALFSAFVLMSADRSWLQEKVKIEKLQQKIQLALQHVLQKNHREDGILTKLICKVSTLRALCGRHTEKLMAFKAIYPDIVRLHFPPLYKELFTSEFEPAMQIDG
HTR1A agonist – human 5-HT1a receptor agonists, primary screen, cell-based, CHO, Ga15 NFAT-bla reporter | AID 567, 2006 | activation, % at 10 µM | 5-hydroxytryptamine receptor 1A (Homo sapiens), P08908 | CHO 5-HT1a Ga15 NFAT-bla reporter, FRET ratio; 0% basal, 100% maximal reference agonist | hit rate 0.56% among 65,000;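 active = activation above the screen-wide mean activation plus 3 SD, cut at about 19% in these data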;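 also: 0% = DMSO wells and 100% = 5-CT at EC100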
Target sequence (P08908 whole entry, looked up): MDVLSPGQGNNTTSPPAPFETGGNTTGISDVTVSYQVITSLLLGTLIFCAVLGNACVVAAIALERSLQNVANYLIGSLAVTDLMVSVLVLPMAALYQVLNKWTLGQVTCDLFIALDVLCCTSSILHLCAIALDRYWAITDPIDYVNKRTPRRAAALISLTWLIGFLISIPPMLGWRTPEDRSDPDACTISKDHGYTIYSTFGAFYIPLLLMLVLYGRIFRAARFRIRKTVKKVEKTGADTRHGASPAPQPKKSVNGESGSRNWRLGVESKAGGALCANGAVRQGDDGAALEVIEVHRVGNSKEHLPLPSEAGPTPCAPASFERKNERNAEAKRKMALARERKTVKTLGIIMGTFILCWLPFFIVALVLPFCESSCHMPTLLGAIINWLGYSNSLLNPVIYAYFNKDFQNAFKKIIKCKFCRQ
Fluor 339 460 – intrinsic fluorescence of library compounds, ex339/em460 – biochemical, MLSMR library, data from DPM-DC assay, artefact control, profiling panel | compound autofluorescence, ex339/em460 nm, NADH buffer; active compounds read high; 1 = no-compound wells, NADH background | fluorescence fold increase at 10 µM | hit rate 5.5% among 65,000;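 active = at 10 µM, mean starting fluorescence two-fold or more over control wells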;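 also: signal is the first read of a kinetic run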
5-HT1A blocker – human 5-HT1a receptor antagonists, primary screen, cell-based, CHO, Ga15 NFAT-bla reporter; hit rate 0.68% among 62,000; CHO 5-HT1a Ga15 NFAT-bla reporter, antagonist mode; AID 612, 2007; inhibition, % at 10 µM;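 active = inhibition above the mean of all tested compounds plus 3 SD, cut at about 43% in these data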;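 also: receptor stimulated by 5-CT agonist at 100 nM near EC80; beta-lactamase reporter measured by ratiometric fluorescence of a cleavable substrate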
An asterisk follows results filed as active; x = not tested or not shown; [ ] = dose if it differs, or a comment.

| SMILES | HTR1A agonist | RORA act | Abs 340nm | SF1 activator | NADH enzymes | Fluor 339 460 | MMP-13 inhibitor | 5-HT1A blocker | TNAP act DEA |
| --- | --- | --- | --- | --- | --- | --- | --- | --- | --- |
| CC1=CC(=C(C#N)c2nc3ccccc3s2)C=C(C)N1Cc1ccco1 | 0.5 | -14 | 1 | 22 | 5% | 1.1 | 5 | -17 | 1 |
| Cn1c(/C(C#N)=C2/CCCCCN2)nc2ccccc21 | -1.2 | 4 | 1.1 | 10 | 2% | 1.1 | 12 | 16 | 1 |
| O=C(NCc1ccc(F)cc1)C1CCCN(S(=O)(=O)c2cccnc2)C1 (configuration not stated) | -0.6 | 1 | 1 | 0 | 5% | 1.1 | 1 | -3 | 1 |
| CC(OC(=O)C1CCCO1)C(=O)NC1CCCC1 (configuration not stated) | -1.7 | -17 | 0.98 | -13 | 4% | 1.1 | 8 | -6 | 1 |
| Cc1cc(NC(=O)c2cnc3ccccn3c2=O)no1 | -2.6 | 45 | 1.1 | 44 | 15% | 3.7* | -14 | 3 | 1 |
| Cc1ccc(S(=O)(=O)NC(=O)COc2ccccc2C(N)=O)cc1 | -3.6 | -3 | 1.1 | -6 | 4% | 1.1 | 2 | 0 | 1 |
| N#Cc1nc(COc2ccccc2F)oc1N1CCCCCC1 | -2.2 | 34 | 1 | 14 | 4% | 1.1 | 3 | 22 | 0.9 |
| O=c1c2cnn(-c3ccccc3)c2ncn1Cc1cccc(Cl)c1 | 0.1 | 14 | 1 | -3 | 8% | 1 | 4 | 13 | 0.9 |
| COc1ccc(C)cc1N(CC(=O)Nc1cccc(N(C)S(C)(=O)=O)c1)S(C)(=O)=O | -3.8 | -16 | 1 | -8 | 7% | 1.1 | -2 | -5 | 1 |
| O=C(CN1C(=O)C2CCCN2C(=O)c2ccccc21)Nc1ccccc1-n1cccc1 (configuration not stated) | 0.2 | -11 | 0.97 | -3 | 2% | 1.1 | 3 | 11 | 0.9 |
| Cc1csc(NC(=O)CSc2nnc(-c3ccoc3C)n2CCc2ccccc2)n1 | -1.8 | 3 | 1 | -11 | 9% | 1.1 | -8 | 15 | 0.9 |
| CC(=O)NC(Cc1c[nH]c2ccccc12)C(=O)NCc1ccc2c(c1)OCO2 (configuration not stated) | 2.4 | 14 | 1 | -10 | 5% | 1.1 | 3 | 0 | 1 |
| COc1ccc(Oc2nc(C)nc3c2oc2ccccc23)cc1 | 1.1 | -20 | 0.97 | 0 | 8% | 1.1 | -2 | 7 | 0.9 |
| Cc1nc(/N=C\N(C)C)sc1C(=O)Nc1ccccc1 | -0.6 | 52* | 1.1 | 8 | 1% | 1 | 5 | 2 | 0.8 |
| O=C(CC1C(=O)NCCN1C(=O)c1ccc(F)cc1)OCc1ccccc1 (configuration not stated) | -1.5 | -11 | 1 | -13 | 4% | 1 | -1 | 9 | 0.9 |
| N#CCCN1CCN(S(=O)(=O)c2ccc(S(=O)(=O)NCC3CCCO3)cc2)CC1 (configuration not stated) | 0.5 | -17 | 1 | 16 | 2% | 1.1 | -3 | -3 | 1 |
| COc1ccccc1N1CCN(C(=O)c2nn(-c3ccccc3OC)c(=O)c3ccccc23)CC1 | -3.4 | 0 | 1 | 10 | 3% | 1.1 | -3 | 3 | 1 |
| O=C(Nc1ccn(-c2ccccc2)n1)c1ccc(S(=O)(=O)N2CCCCCC2)cc1 | -0.2 | -4 | 1 | -2 | 4% | 1.1 | 5 | -17 | 0.9 |
| COc1cc(C2=NOC(C(=O)N3CCCCCC3)C2)cc(OC)c1OC (configuration not stated) | 1.1 | -17 | 1 | 6 | 4% | 1.1 | -2 | -11 | 0.8 |
| CN(C)S(=O)(=O)c1ccc(NC(=O)c2ccccn2)cc1 | -1.8 | 57* | 1 | 74* | 1% | 1.1 | 1 | 6 | 0.9 |

Single records (already shown):
CC(OC(=O)C1CCCO1)C(=O)NC1CCCC1 (configuration not stated) as listed: HTR1A agonist = -1.7; RORA act = -17; Abs 340nm = 0.98; SF1 activator = -13; NADH enzymes = 4%; Fluor 339 460 = 1.1; MMP-13 inhibitor = 8; 5-HT1A blocker = -6; TNAP act DEA = 1
COc1ccc(C)cc1N(CC(=O)Nc1cccc(N(C)S(C)(=O)=O)c1)S(C)(=O)=O as listed: HTR1A agonist = -3.8; RORA act = -16; Abs 340nm = 1; SF1 activator = -8; NADH enzymes = 7%; Fluor 339 460 = 1.1; MMP-13 inhibitor = -2; 5-HT1A blocker = -5; TNAP act DEA = 1

Additional structures:
| SMILES | HTR1A agonist | RORA act | Abs 340nm | SF1 activator | NADH enzymes | Fluor 339 460 | MMP-13 inhibitor | 5-HT1A blocker | TNAP act DEA |
| --- | --- | --- | --- | --- | --- | --- | --- | --- | --- |
| COc1ccccc1-c1nc2n(n1)C(c1ccccc1Cl)C(C(N)=O)=C(C)N2 (configuration not stated) | 1.1 | -17 | 1.1 | -7 | 8% | 1.1 | 2 | -21 | 0.9 |
| CCN(c1ccccc1)c1cc(C)nc2nc(C)nn12 | 0.4 | 18 | 1.1 | -30 | 7% | 1 | 6 | -1 | 1 |
| O=C(CCN1C(=O)c2ccccc2C1=O)N1CCN(c2ccccc2)CC1 | 0.2 | -15 | 1.1 | 11 | 2% | 1.1 | 6 | -15 | 0.9 |
| O=C(c1ccccc1NS(=O)(=O)c1ccc(Br)s1)N1CCOCC1 | 2.4 | -5 | 1.1 | 4 | 3% | 1.1 | 4 | -4 | 0.9 |
| Cc1nc2sc(C(c3ccc(Br)cc3)N3CC(C)OC(C)C3)c(O)n2n1 (configuration not stated) | 0.6 | 2 | 0.99 | -9 | 1% | 1 | 1 | 1 | 0.9 |
| NC(=O)C1(N2CCCCC2)CCN(C2CC(=O)N(Cc3cccs3)C2=O)CC1 (configuration not stated) | 0.2 | 9 | 1 | -19 | 3% | 1 | 3 | 2 | 1 |
| CCc1ccc2[nH]c(=O)c(CN(CCCN3CCOCC3)C(=O)Nc3ccccc3)cc2c1 | 1.7 | 35 | 1 | 8 | 5% | 1.4 | -3 | 3 | 1.1 |
| Cc1ccc(C(C)C)c(OCC(=O)Nc2ccc(Cl)cn2)c1 | -0.6 | -15 | 1.1 | -23 | 1% | 1.1 | 0 | 21 | 0.9 |
| CC(=O)N1CN(CCCn2ccnc2)Cc2c1sc1c2CCCC1 | -1.0 | 1 | 1 | 12 | 3% | 1.1 | 3 | 1 | 0.9 |
| Oc1ccc(-c2cccc(-c3ccc(O)cc3)n2)cc1 | -1.4 | 52* | 1 | 38 | 3% | 1.2 | -7 | 14 | 0.9 |
| O=C(NCCOC(=O)C1COc2ccccc2O1)C1COc2ccccc2O1 (configuration not stated) | -2.2 | -9 | 0.98 | 2 | 2% | 1 | -2 | 5 | 0.9 |
| Cc1cccc(CC(=O)Nc2cc(=O)n(C)c(=O)n2C)c1 | -0.1 | 13 | 1 | 9 | 0% | 1.1 | 7 | 3 | 1 |
| CCCc1nnc(NC(=O)CNc2ccc(F)cc2)s1 | -1.6 | -5 | 1 | -10 | 2% | 1.1 | 3 | -5 | 0.9 |
| CC(O)CCC(=O)NCCNC(=O)CCC(C)O (configuration not stated) | 0.7 | -26 | 1 | -8 | 0% | 1.2 | 6 | -7 | 1 |
| O=C(CNCCC1=CCCCC1)Nc1ccccc1N1CCCCC1 | -0.1 | -16 | 1 | -6 | 6% | 1.1 | 3 | 10 | 0.9 |
| CC(=O)N1CC=C2C(C#N)=C(N)C(C#N)(C#N)C(CCc3ccccc3)C2C1 (configuration not stated) | 0.9 | -25 | 1 | 0 | 8% | 1.2 | -10 | 0 | 1 |
| Cc1ccc(C)c(S(=O)(=O)n2cnc3ccccc32)c1 | -2.6 | 3 | 1 | 1 | 1% | 1 | 7 | 6 | 0.9 |
| O=C(O)C(Cc1cc2ccccc2[nH]1)N1C(=O)C2CC=C(Cl)CC2C1=O (configuration not stated) | 0.1 | -21 | 1 | 1 | 4% | 1.1 | -1 | 7 | x |
| Cc1cnc(C(=O)Nc2ccc(-n3cnnn3)cc2)cn1 | -0.1 | -2 | 0.98 | 3 | 4% | 1 | 6 | 3 | 1 |
| FC(F)(F)c1cnc(Nc2ccc(N3CCOCC3)cc2)c(Cl)c1 | 0.1 | -6 | 1 | -4 | 3% | 1.1 | 1 | -1 | 0.8 |
| O=C(c1ccco1)N(Cc1nc2ccccc2c(=O)[nH]1)C1CCCC1 | 0.0 | -22 | 1 | -1 | 9% | 1.1 | 0 | 5 | 1 |
| Nc1c(C(=O)Nc2ccc(F)cc2)sc2nc(-c3ccco3)ccc12 | -1.9 | 15 | 1.1 | 4 | 3%[fluoresces] | 3.8* | -9 | -13 | 1 |
| CCOc1ccc(Nc2nc(CC(=O)OC)cc(=O)[nH]2)cc1 | -1.5 | -18 | 1.1 | -14 | 0% | 1 | 5 | -10 | 1 |
| CCN(CC)C(=O)COC(=O)c1ccc(O)cc1 | x | x | 0.97 | x | 5% | 1 | x | x | 1 |
| CCC(C)NC(=O)C1CCN(C(=O)c2ccccc2)CC1 (configuration not stated) | -2.1 | -4 | 1 | 8 | 0% | 1.1 | 1 | -1 | 1 |
| O=C(c1ccncc1)N1CCN(C(=O)c2cccs2)CC1 | -3.9 | -10 | 0.99 | 1 | 5% | 1 | 5 | -13 | 0.8 |
| COc1c(Cl)ccc(Cl)c1C(=O)NC(=O)N1CCOCC1 | 1.7 | 1 | 1.1 | 8 | 4% | 1.1 | 4 | 6 | 0.9 |
| COc1ccc2c(c1OC)C(=O)OC2CC(=O)c1ccc(N(C)C)cc1 (configuration not stated) | -1.8 | -8 | 1.1 | -7 | 5% | 1.1 | 1 | -15 | 0.8 |
| CCC(C)C(=O)Nc1cc(C(=O)OC)cc(C(=O)OC)c1 (configuration not stated) | -2.0 | -8 | 1.1 | -11 | 1% | 1.2 | -7 | 4 | 1 |
| Cc1nc(NC(CC(C)C)C(=O)O)c2nc(C)oc2n1 (configuration not stated) | -2.4 | -23 | 1 | 0 | 5% | 1.1 | 0 | 1 | 0.9 |
| COc1cccc(Oc2ccc(N)cn2)c1 | -2.1 | -6 | 1 | 27 | 1% | 1.2 | -4 | 2 | 0.9 |
| O=C(CCCCCNS(=O)(=O)c1ccc(Br)cc1)NCCN1CCOCC1 | -1.5 | -1 | 1 | -10 | 11% | 0.77 | 1 | -5 | 1 |
| COc1ccc(OC)c(NC(=O)C2CCN(c3nc(C)cc(C)n3)CC2)c1 | -0.1 | -12 | 0.98 | -6 | 10% | 1.2 | -5 | -1 | 1 |
| COc1ccc(Nc2ncnc3c2cnn3-c2cccc(C)c2)cc1OC | -0.8 | 7 | 1.1 | -3 | 4% | 1.5 | 1 | -2 | 0.9 |

Assay outcomes deposited in PubChem BioAssay by several laboratories.
